hIAP inh = blocks human intestinal alkaline phosphatase | P09923 | purified IAP, CDP-Star luminescence, 30 min | inhibition, % at 10 µM | 0.12% of 330,000 active | AID 2544;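 active means inhibition reaching a set limit with compound at 10 µM in the primary screen, cut at about 35% in these data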;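 further: plate controls were DMSO wells with enzyme for no effect and no-enzyme buffer wells for full effect; values of inactives mirror those of a sister screen read the other way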
tim10-1 inh = inhibits growth of tim10-1 mutant yeast | 2.2% of 330,000 active | S. cerevisiae tim10-1 ts strain growth, BacTiter-Glo, 24 h | inhibition, % at 20 µM;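 active means inhibition of at least 40%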;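 further: mutant grown at 25 °C; 0% = DMSO wells with yeast and 100% = wells holding no yeast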
NALP3 yeast inh = inhibitors of NALP3 inflammasome in yeast | Yeast reconstituted NLRP3/ASC/caspase-1, beta-gal luminescence, 24 h | inhibition, % at 10 µM | 0.39% of 330,000 active | AID 2825;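 active means inhibition of 50% or more; inactive means inhibition below 50%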;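 further: plate controls were induced DMSO wells for no effect and uninduced yeast grown without galactose for full effect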
mIAP inh = mouse IAP inhibition. purified mouse IAP, CDP-Star luminescence, 30 min. inhibition, % at 10 µM. 0.2% of 330,000 active. AID 2806;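 active means inhibition of at least 40% at 10 µM in the primary screen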;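 further: plate controls were DMSO with enzyme for no effect and no enzyme wells for full effect; values of inactives mirror those of a sister screen read the other way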
mIAP act = mouse IAP activation; muIAP, CDP-Star luminescence, 30 min; hits give high values; 1 = vehicle-only enzyme signal, 0 = enzyme-free wells; activation factor at 10 µM; 0.24% of 330,000 active;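 active means activation factor of at least 2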; further: the source names both 10 and 20 µM as test concentration; values of inactives mirror those of a sister screen read the other way
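Assay system: mouse IAP enzyme; reagent: chemiluminescent substrate CDP-Star; dosing: test compounds delivered from DMSO solution; schedule: 30 min at room temperature; measured by: luminescence from enzymatic CDP-Star hydrolysis; controls: DMSO-only wells and no-enzyme negative control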
Apaf1 inhib = human Apaf-1 inhibition; reconstituted apoptosome caspase-3 activity, DEVD-Rh110 fluorescence; AID 489030; 0.71% of 330,000 active; inhibition, % at 20 µM; active means inhibition of at least 40% at 20 µM;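 further: plate controls were DMSO wells for no effect and DEVD-CHO caspase inhibitor wells for full effect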
Target sequence (O14727 whole entry, looked up): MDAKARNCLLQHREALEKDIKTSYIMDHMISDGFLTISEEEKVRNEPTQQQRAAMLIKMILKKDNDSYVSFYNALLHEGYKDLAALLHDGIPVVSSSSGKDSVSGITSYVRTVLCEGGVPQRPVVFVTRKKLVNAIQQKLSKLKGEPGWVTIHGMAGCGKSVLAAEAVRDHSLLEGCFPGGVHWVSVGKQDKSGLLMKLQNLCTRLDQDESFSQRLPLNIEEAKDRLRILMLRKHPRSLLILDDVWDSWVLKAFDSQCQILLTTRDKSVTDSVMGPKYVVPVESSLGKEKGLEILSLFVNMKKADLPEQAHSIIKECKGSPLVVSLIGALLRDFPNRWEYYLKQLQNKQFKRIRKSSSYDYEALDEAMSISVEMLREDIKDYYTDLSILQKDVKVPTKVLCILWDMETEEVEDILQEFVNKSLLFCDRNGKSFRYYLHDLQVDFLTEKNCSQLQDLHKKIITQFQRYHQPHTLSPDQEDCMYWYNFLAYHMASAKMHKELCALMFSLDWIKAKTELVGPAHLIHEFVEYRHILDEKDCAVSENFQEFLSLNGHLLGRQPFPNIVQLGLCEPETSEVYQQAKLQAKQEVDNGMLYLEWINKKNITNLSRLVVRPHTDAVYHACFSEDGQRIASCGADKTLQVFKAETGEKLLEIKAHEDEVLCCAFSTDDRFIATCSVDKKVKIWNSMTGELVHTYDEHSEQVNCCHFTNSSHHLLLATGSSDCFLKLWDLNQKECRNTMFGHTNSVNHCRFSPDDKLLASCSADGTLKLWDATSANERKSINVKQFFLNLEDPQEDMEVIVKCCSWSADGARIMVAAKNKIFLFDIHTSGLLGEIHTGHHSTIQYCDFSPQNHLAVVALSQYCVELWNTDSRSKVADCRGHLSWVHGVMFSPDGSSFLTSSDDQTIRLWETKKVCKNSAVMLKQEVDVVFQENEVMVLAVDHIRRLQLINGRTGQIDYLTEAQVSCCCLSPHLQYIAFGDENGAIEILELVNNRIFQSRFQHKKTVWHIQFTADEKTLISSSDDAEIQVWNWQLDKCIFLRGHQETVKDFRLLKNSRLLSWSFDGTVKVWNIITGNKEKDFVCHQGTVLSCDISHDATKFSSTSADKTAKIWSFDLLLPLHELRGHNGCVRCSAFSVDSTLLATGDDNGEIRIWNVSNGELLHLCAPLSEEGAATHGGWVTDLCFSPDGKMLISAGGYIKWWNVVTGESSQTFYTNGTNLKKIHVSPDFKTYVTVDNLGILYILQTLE
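System: reconstituted apoptosome with Apaf-1, cytochrome c, caspase-9, procaspase-3, dATP; Signal: Rh110 fluorescence intensity; Schedule: 30 min compound preincubation, 50 min activation, room temperature; Reagent: cytochrome c trigger plus (Z-DEVD)2-Rh110 caspase-3 substrate.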
hIAP act = human IAP activation; purified human IAP, CDP-Star luminescence, 30 min; hits give high values; 1 = vehicle-only enzyme, 0 = enzyme-free background; 0.16% of 330,000 active; activation factor at 10 µM; AID 2524; P09923;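 active means activation factor of the enzyme at least 2-fold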; further: the source names both 10 and 20 µM as test concentration; values of inactives mirror those of a sister screen read the other way
ATG4B inh = blocks human ATG4B protease cleavage of LC3 substrate | 0.51% of 340,000 active | inhibition, % at 8.33 µM | Q9Y4P1 | AID 504462 | ATG4B cleavage of LC3-PLA2, NBD-HPC fluorescence, 1 h; in the data active means inhibition above about 40%
TIM10 inh = TIM10 yeast growth inhibition | S. cerevisiae TIM10 strain growth, BacTiter-Glo luminescence, 24 h | inhibition, % at 10 µM | 1.4% of 330,000 active | AID 463195;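 active means inhibition of 40% or more at the single tested concentration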;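 further: wild-type TIM10 isogenic control strain grown at permissive 25 °C; 0% = DMSO yeast wells and 100% = minimal medium wells without yeast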
* = called active by the depositor.

compound	TIM10 inh	Apaf1 inhib	hIAP inh	NALP3 yeast inh	mIAP act	hIAP act	tim10-1 inh	ATG4B inh	mIAP inh
CCO[C@@H]1OC(C(=O)NCc2nc3ccccc3[nH]2)=C[C@H](C)[C@H]1CCCO	-8.8	1.0	11.9	9.2	1.06	0.881	-3.1	-3.9	-5.6
O=C(c1cc2ccccc2cc1O)N1CCN(c2ccccc2O)CC1	13.1	15.0	-6.9	11.3	1.04	1.07	21.6	-9.0	-3.9
COc1ccc(OC)c2c1C(=O)c1ccccc1C2=O	-8.9	63.3*	5.3	2.8	0.945	0.947	10.9	-17.2	5.5
O=C(NCCCN1CCCC1=O)c1cc(NS(=O)(=O)c2ccc(F)cc2)cc(NS(=O)(=O)c2ccc(F)cc2)c1	17.7	-2.2	-3.8	-2.3	1.06	1.04	13.7	3.1	-5.6
Cc1ccc2[nH]c(=O)c(CN(Cc3cccs3)Cc3nnnn3Cc3ccccc3)cc2c1	22.1	28.2	6.6	29.7	0.804	0.934	5.5	51.5*	19.6
CC(C)(C)Nc1nc(Cl)nc(NC(C)(C)C)n1	13.5	4.9	2.3	-22.1	0.95	0.977	44.2*	5.9	5.0
COc1ccc(N2CCN(c3nc4c(c(=O)[nH]c(=O)n4C)n3Cc3cccc(C)c3)CC2)cc1	30.2	21.1	-20.0	-6.4	0.926	1.2	12.8	-25.8	7.4
Cn1nc(-c2ccccc2)cc1NC(=O)c1cccs1	11.5	-19.4	-7.6	17.2	1.05	1.08	9.1	-13.6	-5.2
COc1ccc(CCNC(=O)COC(=O)/C=C/c2ccc(OCC#N)c(OC)c2)cc1	-16.1	-2.3	-2.6	-5.4	1.03	1.03	-16.4	4.3	-3.5
COc1cc2c(cc1OC)CN(C(=O)c1cc(S(=O)(=O)N3CCCCC3)ccc1Cl)CC2	14.1	11.0	-13.1	5.4	0.991	1.13	5.1	-4.9	0.9
COc1ccc2nc(N(Cc3ccccc3)C(=O)CCNC(C)=O)sc2c1	-9.4	8.0	-4.4	9.0	1.01	1.04	18.3	-5.4	-0.8
COc1cc(/C=C/C(=O)OCc2csc(CC(=O)Nc3ccc(C)cc3)n2)ccc1OCC#N	1.5	27.8	-3.7	11.5	1.04	1.04	8.0	-7.9	-4.4
NC(=O)COC(=O)c1c2c(nc3ccccc13)CCCC2	-2.2	-6.1	-3.7	-9.2	0.946	1.04	11.1	-0.4	5.4
O=C(NNC(=O)c1ccccc1Br)c1ccncc1	-8.8	-4.0	32.3	11.8	1.03	0.677	-1.9	4.6	-2.9
Cc1ccc(S(=O)(=O)NCC(=O)N(CC2CCCO2)C(C(=O)NC2CCCCC2)C(C)C)cc1 (stereo not given)	11.6	1.1	-1.2	-2.2	1.03	1.01	-10.3	3.5	-2.7
COc1ccc(NC(=S)Nc2ccc(OC(F)F)cc2)cn1	-17.0	0.4	-7.7	-0.2	0.937	1.08	14.9	3.1	6.3
CCN(CC)CCNC(=O)NC(=O)c1ccc(Cl)cc1	0.2	-2.3	-3.7	5.0	0.938	1.04	-10.2	13.4	6.2
CC(C)C(NC(=O)c1ccco1)C(=O)NCC(c1ccco1)N1CCCCC1 (stereo not given)	5.2	-1.0	-5.9	-10.1	1.01	1.06	14.2	2.1	-1.3
O=C1CN(C(=O)CSc2nc3ccccc3c(=O)n2Cc2ccc(F)cc2)c2ccccc2N1	18.2	7.7	14.4	8.8	1.06	0.856	23.3	-8.1	-6.4
Cc1cc(C(C)(C)C)nc2[nH]n(-c3ccccc3)c(=O)c12	-1.7	1.8	0.3	18.6	1.02	0.997	-9.9	-6.6	-2.3
COc1ccc(C(C(=O)NCC2CCCO2)N(Cc2ccco2)C(=O)c2snc(C(N)=O)c2N)cc1OC (stereo not given)	13.8	-0.3	5.3	0.2	0.888	0.947	-7.1	-0.8	11.2
COc1cccc(N2CCN(S(=O)(=O)c3ccc4c(c3)N(C(C)=O)CCO4)CC2)c1	20.2	12.4	-15.5	15.7	1.01	1.16	15.3	-2.9	-0.8
CCCc1c(O)nc(SCCN(CCC)CCC)[nH]c1=O	6.0	-18.5	2.7	5.0	0.954	0.973	15.4	5.0	4.6
CC1=NN(C(=O)c2cc(C)nn2C)C(O)(C(F)(F)F)C1 (stereo not given)	-23.9	-2.9	-7.0	-0.4	1.22	1.07	-0.6	7.8	-22.1
OC(COC(c1ccc(Cl)cc1)c1ccc(Cl)cc1)CN1CCN(c2ccccn2)CC1 (stereo not given)	36.3	15.1	-21.5	19.5	0.942	1.22	26.9	8.3	5.8
CCC(C)(C)n1c(=O)[nH]c2c(c1=O)CCC2	-26.4	1.8	-0.9	6.8	1.03	1.01	11.2	-4.2	-2.7
COc1cc(C2CC(=O)c3c([nH]c(C(=O)OCCOC(C)C)c3C)C2)cc(OC)c1OC (stereo not given)	12.0	2.5	-4.6	-5.6	0.938	1.05	19.0	1.9	6.2
CC1(C(=O)N2CC3(CC(c4cccc([N+](=O)[O-])c4)=NO3)C[C@H]2C(=O)NCC(N)=O)CC1 (stereo not given in full)	-0.5	-4.6	-0.9	8.9	1.09	1.01	-11.2	-11.2	-9.4
COc1ccc(N2CC(NS(=O)(=O)c3ccc4ccccc4c3)CC2=O)cc1 (stereo not given)	3.6	14.4	16.1	6.4	0.98	0.839	20.1	-13.7	2.0
CC1(C)CC2CC(C)(CN2CC(O)c2ccccc2)C1 (stereo not given)	2.2	-4.6	1.1	9.5	0.902	0.989	0.0	-2.3	9.8
COc1ccc(N(CC(=O)Nc2ccc(F)c(Cl)c2)S(=O)(=O)c2c(C)noc2C)cc1	14.3	25.7	-5.6	-1.2	1.52	1.06	19.4	30.3	-51.7
COc1cc(C(=O)NCc2cn3ccccc3n2)cc(OC)c1OC	-10.7	-7.9	-3.1	9.0	1.07	1.03	-18.7	-1.6	-7.1
OC(CN1CCN(c2ccccn2)CC1)Cn1c2ccccc2c2ccccc21 (stereo not given)	27.5	13.8	-16.4	18.7	1.21	1.16	24.2	-3.2	-20.5
C[C@@H](O)c1nc2ccccc2n1N	7.4	-12.1	-14.1	0.7	0.944	1.14	1.9	2.4	5.6
S=c1[nH]nc(-c2cccnc2)n1-c1ccccc1	-10.6	-9.0	2.9	15.4	1	0.971	-24.6	-11.0	-0.2
N#Cc1nc(-c2ccc(OCc3ccccc3)cc2)oc1NCCCn1ccnc1	16.3	28.3	-22.0	18.5	1.04	1.22	14.8	-13.9	-3.7
O=C(CCN1CCN(Cc2ccccc2)CC1)Nc1ccccc1Cl	5.3	-11.9	0.2	8.6	0.988	0.998	2.4	-8.4	1.2
Cc1cccc(-n2cnc(C(=O)N/N=C\c3ccc(Br)cc3)c2)n1	-2.8	5.2	7.0	7.3	0.877	0.93	5.4	7.1	12.3
COc1ccc(CC(=O)Nc2cc3oc4ccccc4c3cc2OC)cc1	15.8	6.4	3.2	6.6	0.948	0.968	17.8	-4.2	5.2
CCOc1ccccc1/C=N/NC(=O)CNC(=O)COc1ccccc1	2.9	-4.3	-7.4	17.6	1.09	1.07	-6.4	12.7	-9.0
CS(=O)(=O)c1ccc2nc(NC(=O)c3cccc(NS(=O)(=O)c4ccc(F)c(F)c4)c3)sc2c1	-0.7	3.3	5.3	19.5	0.955	0.947	12.0	-20.2	4.5
CCc1nnc(NC(=O)C(CC)CC)s1	-8.3	-3.5	-19.7	-13.6	1.12	1.2	-19.7	4.1	-11.9
CC(OC(=O)c1cccc(S(=O)(=O)N2CCN(C)CC2)c1)C(=O)Nc1ccc(C(N)=O)cc1 (stereo not given)	-11.2	-18.3	2.0	4.7	0.894	0.98	-2.3	-10.8	10.6
Brc1c(OCCOCCn2cncn2)ccc2ccccc12	6.4	-1.1	1.9	32.0	1	0.981	25.7	-0.8	-0.2
Cc1ccc(CNS(=O)(=O)c2cn(C)cn2)cc1	0.6	-26.1	14.4	25.2	1.04	0.856	-1.4	-0.7	-4.5
Cc1ccccc1OCCC(=O)Nc1ccc2c(C)cc(=O)oc2c1	-9.5	-3.1	-8.9	6.4	1.03	1.09	-7.5	-8.3	-2.8
COC(=O)CCc1c(C)c(C(=O)c2cc(F)c(F)c(F)c2F)c2ccccn12	15.9	17.8	6.2	5.4	1.01	0.938	34.5	0.3	-0.9
COc1ccc(/C=N\NC(=O)c2sc(N)nc2C)cc1OC	11.0	3.6	-4.3	-14.2	0.984	1.04	-2.3	-8.7	1.6
Cn1ncc([N+](=O)[O-])c1C(=O)N1CCCCCC1	-7.8	-19.1	-15.5	15.0	1.04	1.16	-3.3	-1.8	-4.1
Cc1ccc(C)c(NC(=O)CSc2sc3c(O)cc(=O)[nH]c3c2C#N)c1	-4.4	5.8	1.1	7.1	0.844	0.989	-19.2	-0.8	15.6
CC(C)CN1CCN(Cc2nc(C(C)C)cs2)CC1CCO (stereo not given)	-11.1	7.1	3.4	11.3	1.03	0.966	4.2	21.1	-3.3
CCOC(=O)c1c2c3c(cccc3n(C)c1=O)C(=O)c1ccccc1-2	18.2	24.9	9.5	7.8	0.895	0.905	14.9	-2.7	10.5
Cn1c(=O)c2[nH]c(=O)cnc2n(C)c1=S	-13.5	56.3*	4.4	21.2	0.899	0.956	-10.8	-1.2	10.1

Full records from above:
`Cn1ncc([N+](=O)[O-])c1C(=O)N1CCCCCC1` as listed: TIM10 inh: -7.8; Apaf1 inhib: -19.1; hIAP inh: -15.5; NALP3 yeast inh: 15.0; mIAP act: 1.04; hIAP act: 1.16; tim10-1 inh: -3.3; ATG4B inh: -1.8; mIAP inh: -4.1
`CC(C)CN1CCN(Cc2nc(C(C)C)cs2)CC1CCO` (stereo not given) as listed: TIM10 inh: -11.1; Apaf1 inhib: 7.1; hIAP inh: 3.4; NALP3 yeast inh: 11.3; mIAP act: 1.03; hIAP act: 0.966; tim10-1 inh: 4.2; ATG4B inh: 21.1; mIAP inh: -3.3

Source: PubChem BioAssay (Sanford-Burnham Center for Chemical Genomics)
